Source: PubChem BioAssay (several laboratories)
Hep lipid drop: modulators of hepatic lipid droplet formation. AML12 mouse hepatocytes, oleate lipid droplets, BODIPY imaging. inhibition, % at 6.5 µM. 240,000 compounds, 0.4% hits;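 active means lipid droplet intensity inhibited by at least 50%, with more than 500 cells counted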
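Assay system: AML12 hepatocytes (mouse) / Also added: 100 µM oleic acid challenge / Times: overnight treatment with compound plus oleate / Detection: high-content imaging of BODIPY-stained droplets and DAPI nuclei / Evaluation: % inhibition of lipid droplet signal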
Autophagy mod: autophagy modulation, high-content screen | MEF GFP-LC3 puncta imaging; test concentration mostly 10 µM | calls only at 10 µM (by protocol) | AID 463193 | 190,000 compounds, 0.98% hits;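 active means percentage of spot-positive cells more than 3 SD above its plate mean, without a fluorescence outlier flag or 80% toxicity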;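 further: spot-positive cell cutoff set from DMSO-treated cells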
MT stabilizer: microtubule stabilizers in HeLa cells. % tubulin-high responders, % at 10 µM. AID 2205. HeLa tubulin immunostaining HCS, 24 h; share of cells brighter than vehicle mean+2SD. 200,000 compounds, 0.83% hits;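 active means plate Z-score above 3 for both tubulin-high and condensed-nucleus cell shares, with cell loss under 80%, at 10 µM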;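 further: anti alpha tubulin signal scored within the nucleus-defined area of each cell; some results filed as inactive read as strong as hits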
Yfh1-off respiration: enhancers of respiration in Yfh1-depleted yeast, dose response, Friedreich's ataxia, plus single-dose screen (AID 1465); S. cerevisiae Yfh1-off respiration, WST-1 reduction, 72 h; higher fold induction means a stronger effect; fold induction at 50 µM; hits with a dose series show EC50 in µM; 220,000 compounds, 0.074% hits;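 active means fold induction of absorbance versus untreated yeast above a set limit, then at least 30% activation at any dose in follow-up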;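 further: activators that raise dye reduction in frataxin-depleted yeast; strong numbers were not always called active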
M17LAP inhibition: P. falciparum M17LAP inhibitors, primary screen, biochemical, fluorogenic H-Leu-NHMec substrate, 1536-well (AID 1619). recombinant M17LAP, H-Leu-NHMec fluorogenic kinetic assay; higher % means a stronger effect. inhibition, % at 30 µM, or IC50 in µM where a hit was titrated. 220,000 compounds, 0.38% hits;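 active means compound inhibiting the enzyme by more than half at any dose during confirmatory dose-response retesting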;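 further: plate controls were full reaction with DMSO carrier for no effect and no enzyme background for full effect; strong numbers were not always called active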
Dynein cargo inh: dynein cargo transport inhibition; 3617.4 mouse cells, GR-EGFP nuclear translocation imaging; test concentration mostly 20 µM; stimulated with dexamethasone, 1 µM; hits give low values; z-score, hits read low; 220,000 compounds, 0.47% hits;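 active means plate z-score of nuclear minus cytoplasmic receptor signal below a set negative limit, without overly bright fluorescence or cell loss, cut at about -3.5 in these data, passing the limit was not always enough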;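 further: z-score of nuclear minus cytoplasmic ring GR-EGFP intensity difference per well; some compounds called inactive have numbers as strong as hits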
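medium = tetracycline-free induction medium containing charcoal-stripped FBS | probe or stimulus = dexamethasone, 1.0 µM final | timing = 48 h induction, then 1 h compound, then 30 min agonist, 37 °C | detection = automated 10x imaging of fixed Hoechst-stained cells | read-out basis = nuclear versus cytoplasmic GR-EGFP signal, averaged per well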
M1AAP inhibition: malaria alanyl aminopeptidase activity blockers – biochemical, fluorogenic H-Leu-NHMec substrate, 1536-well (AID 1445); recombinant M1AAP, H-Leu-NHMec fluorogenic kinetic assay; higher % means a stronger effect; one-dose inhibition, % at 30 µM; IC50 in µM for titrated hits; 220,000 compounds, 0.42% hits;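 active means primary inhibition above the hit cutoff, then over 50% inhibition at one or more dose response concentrations, cut at about 23% in these data, passing the limit was not always enough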;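 further: plate controls were DMSO full reaction for no effect and no enzyme background for full effect; strong numbers were not always called active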
CSM14.1 death rescue: protection against thapsigargin-triggered cell killing – 384-well, CSM14.1, ATP luminescence, primary screen (AID 1222); CSM14.1 thapsigargin-induced death rescue, ATP luminescence; higher % means a stronger effect; cellular ATP content (survival), % at 20 µM; hits with a dose series show EC50 in µM; 190,000 tested, under 10 active;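 active means EC50 below 50 µM in the dose-response confirmation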;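 further: death triggered by thapsigargin at about 15 µM added after 2 h compound pretreatment; cell ATP read after overnight thapsigargin exposure of roughly 18 to 22 hours; normalized against plate controls of thapsigargin alone and 5% DMSO vehicle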
Insulin prom up: MIN6 insulin promoter up-regulation; MIN6 insulin promoter-GFP reporter, high-content imaging; hits give high values; z-score at 5 µM; 190,000 compounds, 0.3% hits; AID 1625;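 active means z-score above 3 at 5 µM with at least 500 cells counted in the well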
Dynein cargo inh cytoplasmic EGFP: second read-out of Dynein cargo inh, no call of its own (marks repeat the call); z-score; measured here: cytoplasmic GR-EGFP intensity; hits give high values
Dynein cargo inh nuclear GR-EGFP: second read-out of Dynein cargo inh, no call of its own (marks repeat the call); z-score; measured here: nuclear GR-EGFP intensity;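 lower value marks the stronger effect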
Dynein cargo inh cell count: recorded beside Dynein cargo inh, whose call it bears; z-score; measured here: cell count per field
Insulin prom up cell count: recorded beside Insulin prom up, whose call it bears; cell count; measured here: cytotoxicity, nuclei count;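 total cells summed across four imaged fields per well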
Hep lipid drop cells 6.5 µM: recorded beside Hep lipid drop, whose call it bears; cell count; measured here: cell count, cytotoxicity flag;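 cells counted across two imaged fields per well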
MT stabilizer Hoechst-high %: also measured in MT stabilizer; calls as there; % Hoechst-high responders; measured here: nuclear condensation Hoechst responders;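 share of cells brighter than vehicle mean plus two SD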
MT stabilizer cytotoxicity %: second read-out of MT stabilizer, no call of its own (marks repeat the call); toxicity, %; measured here: cytotoxicity by cell density;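 0% = mean cell density of plate MIN control wells and 100% = no cells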
Autophagy mod cell loss 18 h: also measured in Autophagy mod; calls as there; toxicity, %; measured here: cell loss, nuclei count;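 cell loss after 18 h compound exposure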
* marks the source's active call; other numbers are inactive results; i = inactive; nt = not tested or not shown.

SMILES	Hep lipid drop	Hep lipid drop cells 6.5 µM	Autophagy mod	Autophagy mod cell loss 18 h	MT stabilizer	MT stabilizer Hoechst-high %	MT stabilizer cytotoxicity %	Yfh1-off respiration	M17LAP inhibition	Dynein cargo inh	Dynein cargo inh cytoplasmic EGFP	Dynein cargo inh nuclear GR-EGFP	Dynein cargo inh cell count	M1AAP inhibition	CSM14.1 death rescue	Insulin prom up	Insulin prom up cell count
COc1ccc(N2C(=O)CC(NCc3ccncc3)C2=O)cc1 (centres undefined)	-6.5	761	i	-6.7	1.6	2.3	7.8	i	-9.8%	0.0762	-0.0341	0.367	1.21	-2.4%	1.7%	0.19	1303
Cc1ccc2nc(SC(C)C(=O)Nc3cccc([N+](=O)[O-])c3)[nH]c2c1 (centres undefined)	-5.9	625	i	2.0	0.9	1.6	15.3	i	5.8%	0.261	0.024	0.381	-1.13	2.8%	-0.9%	0.83	1373
Cc1onc(-c2c(F)cccc2Cl)c1C(=O)N1CCOC12CCCCC2	-16.1	675	i	7.2	5.6	2.8	6.9	i	-4.2%	-0.717	-0.244	-0.133	0.288	0.2%	1.8%	-0.19	1261
COc1ccccc1N1CCN(CCOc2c(OC)cccc2OC)CC1	nt	nt	i	-20.3	1.3	0.8	11.2	i	5.7%	0.595	-0.252	0.709	1.42	3.1%	-1.6%	-0.07	811
CSc1ccc2c(c1)C(N1CCN(C)CC1)Cc1ccccc1S2 (centres undefined)	2.5	729	nt	nt	nt	nt	nt	i	-2.0%	1.97	0.382	0.864	-0.93	5.2%	nt	-2.63	969
O=C1CC(c2ccccc2)=NN1c1ccc([N+](=O)[O-])cc1	6.2	709	i	-1.3	1.1	1.1	3.6	i	24.2%	0.238	-0.346	0.000656	0.547	17.9%	2.0%	nt	nt
COc1cccc(NC(=O)c2ccc(-n3cccn3)nc2)c1	nt	nt	i	-6.8	1.0	2.0	10.5	i	-6.4%	0.0975	-0.205	-0.226	-0.0648	-8.4%	-2.0%	nt	nt
COc1ccccc1CNC(=O)C1CCN(C(=O)NC2CCCCC2)CC1	-2.6	792	i	3.2	4.3	1.9	5.6	i	-14.8%	-0.0998	-0.337	-0.0224	0.404	-3.2%	0.2%	-0.14	1315
COc1ccc(C)cc1NC(=O)CCCN1C(=O)CCC1=O	nt	nt	i	-1.0	4.3	3.0	2.5	i	0.6%	0.884	-0.214	0.514	-0.213	-0.3%	-1.2%	0.91	1003
COc1cc(C(=S)N2CCOCC2)cc(OC)c1O	-36.3	669	nt	nt	nt	nt	nt	i	-0.1%	0.265	-0.246	0.648	-0.499	-5.4%	nt	1.08	1015
Cc1nc2cc(NCc3cc([N+](=O)[O-])ccc3O)ccc2n1Cc1ccccc1	-7.8	651	i	-5.2	1.6	1.5	5.8	i	11.9%	-0.14	-0.155	-0.00987	0.255	5.8%	-0.9%	-0.44	1386
Cc1ccc(N2C(=O)C(Cc3ccccc3)NC2=S)cc1 (centres undefined)	-0.5	610	i	-17.8	4.3	2.9	7.1	i	-1.2%	0.0157	-0.212	-0.15	0.752	0.7%	-2.8%	0.79	1965
Cc1occc(=O)c1OCc1ccccc1	nt	nt	i	10.9	3.2	2.9	5.7	i	-1.0%	0.093	-0.273	0.317	0.842	-2.1%	-1.4%	-0.35	1448
O=C(CN1CCCCCC1)NCCc1ccc(F)cc1	nt	nt	i	4.4	6.2	4.1	7.4	i	14.6%	-0.225	-0.227	0.151	-0.00976	-1.4%	-1.2%	0.3	993
CCn1cc(-c2csc(N)n2)c(C)n1	4.4	755	i	0.4	4.4	2.3	5.0	nt	-10.7%	-0.461	-0.287	-0.201	0.516	-0.9%	-0.7%	0.18	1260
C=CCn1c(=O)c2ccccc2n2c(SCc3nc(N)nc(Nc4ccccc4C)n3)nnc12	nt	nt	i	3.0	2.3	1.9	10.6	i	4.8%	-0.379	-0.228	-0.0297	0.444	0.8%	-1.3%	-0.15	1101
CCCCNCc1cccn1-c1ccccc1	-1.5	685	i	-8.3	3.5	2.4	3.5	i	6.7%	-0.0778	-0.268	-0.228	0.926	2.7%	-2.6%	0.42	1305
CC1CN(c2ccc(Cl)nn2)CC(C)O1 (centres undefined)	12.9	735	i	7.3	2.7	1.3	0.8	i	9.7%	0.505	-0.283	0.0873	0.0176	0.4%	-0.3%	-0.11	1212
COc1ccc(N=C2SC(C(=O)Nc3ccc(OC)cc3)CC(=O)N2CCN2CCOCC2)cc1 (centres undefined)	nt	nt	i	11.3	2.9	3.8	2.7	i	2.0%	-0.783	-0.324	-0.542	1.16	3.9%	-1.4%	0.17	1392
CCc1c(C(=O)NNC(=S)NCC(C)C)csc1C	7.1	778	i	-9.8	2.7	1.5	8.2	i	-1.6%	-0.272	-0.136	0.239	1.29	-21.9%	0.7%	-0.06	1249
Cc1cc(-c2cc(-c3ccc(Cl)cc3)on2)nc(NC2CCCC2)n1	nt	nt	nt	nt	nt	nt	nt	i	8.5%	0.46	-0.74	0.539	-0.739	7.3%	nt	0.58	936
CCC(C)(C)NC(=O)c1cc(S(=O)(=O)N2CCCCC2)ccc1N1CCOCC1	-10.1	664	i	34.2	2.2	2.9	2.8	i	-3.6%	-0.519	-0.244	-0.234	-0.0192	4.9%	-2.5%	1.66	1133
O=C1C2C3CCCC3=C3CCCC3C2C(=O)N1c1ccc(F)cc1 (centres undefined)	nt	nt	i	-14.3	6.1	2.7	8.0	i	12.9%	-0.158	-0.0928	0.367	-1.01	9.8%	-0.3%	0.67	1238
Cc1ccccc1C(=O)NC1CCN(CC(=O)Nc2ccc3c(c2)OCCO3)CC1	-23.5	660	i	19.0	4.3	2.1	19.4	i	9.4%	1.07	0.163	1.51	-2.32	-1.1%	-0.4%	-0.51	1203
CC(C)(C)NC(=O)COc1ccc(CNCc2ccccn2)cc1	-0.9	720	i	-4.2	5.1	2.3	8.1	i	14.1%	-0.0594	-0.23	-0.268	0.861	7.1%	0.2%	nt	nt

Gathered by group: the compounds so far containing a nitro group on carbon.
SMILES	Hep lipid drop	Hep lipid drop cells 6.5 µM	Autophagy mod	Autophagy mod cell loss 18 h	MT stabilizer	MT stabilizer Hoechst-high %	MT stabilizer cytotoxicity %	Yfh1-off respiration	M17LAP inhibition	Dynein cargo inh	Dynein cargo inh cytoplasmic EGFP	Dynein cargo inh nuclear GR-EGFP	Dynein cargo inh cell count	M1AAP inhibition	CSM14.1 death rescue	Insulin prom up	Insulin prom up cell count
Cc1ccc2nc(SC(C)C(=O)Nc3cccc([N+](=O)[O-])c3)[nH]c2c1 (centres undefined)	-5.9	625	i	2.0	0.9	1.6	15.3	i	5.8%	0.261	0.024	0.381	-1.13	2.8%	-0.9%	0.83	1373
O=C1CC(c2ccccc2)=NN1c1ccc([N+](=O)[O-])cc1	6.2	709	i	-1.3	1.1	1.1	3.6	i	24.2%	0.238	-0.346	0.000656	0.547	17.9%	2.0%	nt	nt
Cc1nc2cc(NCc3cc([N+](=O)[O-])ccc3O)ccc2n1Cc1ccccc1	-7.8	651	i	-5.2	1.6	1.5	5.8	i	11.9%	-0.14	-0.155	-0.00987	0.255	5.8%	-0.9%	-0.44	1386

Later entries
SMILES	Hep lipid drop	Hep lipid drop cells 6.5 µM	Autophagy mod	Autophagy mod cell loss 18 h	MT stabilizer	MT stabilizer Hoechst-high %	MT stabilizer cytotoxicity %	Yfh1-off respiration	M17LAP inhibition	Dynein cargo inh	Dynein cargo inh cytoplasmic EGFP	Dynein cargo inh nuclear GR-EGFP	Dynein cargo inh cell count	M1AAP inhibition	CSM14.1 death rescue	Insulin prom up	Insulin prom up cell count
O=C(/C(=C/c1cccnc1)n1ccnc1)c1ccc(Cl)cc1Cl	30.3	725	nt	nt	nt	nt	nt	i	20.6%	-0.524	0.0208	0.126	0.21	20.0%	nt	-0.5	1049
Cc1ccc(-n2c(=O)c3sccc3n(CC(=O)NC3CCCCC3)c2=O)cc1	3.9	729	i	1.8	3.8	2.7	4.7	i	-17.3%	-1.12	-0.273	-0.523	0.13	4.5%	-0.7%	0.21	1216
O=C(OCC#CCSc1nnc(-c2ccccc2)o1)c1cc2ccccc2o1	-0.8	740	i	1.5	2.1	1.4	22.2	i	5.0%	0.309	-0.201	0.123	-0.515	0.6%	0.2%	-0.14	946
COc1ccccc1N1CCN(C(=O)Cn2c(=O)[nH]c3ccsc3c2=O)CC1	4.5	727	i	-1.8	2.2	1.9	8.4	i	-35.8%	-0.333	-0.165	0.0244	0.375	6.3%	-0.2%	nt	nt
O=C(Nc1ncccn1)c1cccs1	nt	nt	i	-6.0	5.9	3.1	8.7	i	-7.3%	-0.747	-0.222	-0.228	0.588	-3.3%	0.6%	-1.09	1130
COC1(OC)N=C(N)C2(C#N)C(c3ccc(C)cc3)C12C#N (centres undefined)	nt	nt	i	-6.5	2.8	2.6	12.0	i	1.9%	-0.942	-0.271	-0.501	0.771	0.2%	3.4%	0.82	1493
COC(=O)CCSCC(=O)N1N=C(c2ccc(Br)cc2)CC1c1cccc(OC)c1OC (centres undefined)	-5.0	671	i	4.8	7.4	1.0	11.8	i	-1.0%	0.524	-0.258	0.113	0.292	4.6%	0.5%	-1.25	1177
C/C(=N\NC(=O)Cn1nc(C)c(Br)c1C)c1cccs1	10.4	694	i	4.1	4.5	2.8	1.0	i	-4.8%	0.315	-0.271	0.309	-0.55	5.5%	-0.2%	-0.09	1275
